# High-throughput results (PubChem)
# AddAB inh: growth inhibition of E. coli expressing H. pylori AddAB, primary screen, AddAB inhibitor project, absorbance; 0.29% of 330,000 active; inhibition, % at 11.9 µM; in the data active = inhibition above about 12%;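 note: 0% = vehicle wells of infected cells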
# SR-BI HDL uptake: inhibitors of SR-BI mediated HDL lipid uptake, primary screen, ldlA[mSR-BI] cells, fluorescence, single point; ldlA[mSR-BI] CHO cells, DiI-HDL uptake fluorescence, 3 h; inhibition, % at 12.5 µM; 0.96% of 320,000 active; AID 488896, 2010;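 active = mean replicate inhibition of at least 70% and a set share of replicates each scoring 70 or more; inconclusive = meets just one of the two criteria; inactive = fails both criteria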;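 note: 0% = median of neutral control wells and 100% = median of positive control wells; values of inactives mirror those of a sister screen read the other way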
# Target sequence (Q61009 whole entry, looked up): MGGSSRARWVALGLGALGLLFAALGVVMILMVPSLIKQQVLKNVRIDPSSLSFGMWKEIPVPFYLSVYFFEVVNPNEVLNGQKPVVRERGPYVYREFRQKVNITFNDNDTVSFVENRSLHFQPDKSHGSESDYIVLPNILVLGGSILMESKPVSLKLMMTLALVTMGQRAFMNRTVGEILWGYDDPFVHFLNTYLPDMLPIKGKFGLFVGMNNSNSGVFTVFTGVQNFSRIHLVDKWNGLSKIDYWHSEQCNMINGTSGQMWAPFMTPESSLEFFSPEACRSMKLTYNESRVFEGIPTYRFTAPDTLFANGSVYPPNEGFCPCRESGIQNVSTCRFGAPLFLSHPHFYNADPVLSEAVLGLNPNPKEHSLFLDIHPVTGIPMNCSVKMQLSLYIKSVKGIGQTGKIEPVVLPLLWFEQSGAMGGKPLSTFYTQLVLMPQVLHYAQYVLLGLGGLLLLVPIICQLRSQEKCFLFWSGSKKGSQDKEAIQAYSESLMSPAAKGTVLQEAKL
# Ecoli viability: E. coli V3065 growth inhibition, primary screen, counter-screen for AddAB inhibitor project, absorbance, OD600. 0.27% of 330,000 active. 18 h. inhibition, % at 11.9 µM;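 active = inhibition above the campaign's mean inhibition across all tested compounds plus 3 SD, cut at about 9.9% in these data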;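 note: uninfected addAB+ strain grown without phage in ampicillin broth; 0% = DMSO wells and 100% = ciprofloxacin 0.95 µg/ml wells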
# CAL PDZ FP-1: untagged CAL PDZ binding inhibitors, primary screen, biochemical, fluorescence polarization, HTS | Golgi-associated PDZ and coiled-coil motif-containing protein (Homo sapiens), Q9HD26 | inhibition, % at 24.9 µM | 0.92% of 300,000 active | purified CAL PDZ, TMR-peptide fluorescence polarization, 1 h | AID 602252, 2012;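 active = mean inhibition of at least 30% with at least half of replicates also reaching 30%; inconclusive = no clear call, values can overlap the other calls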;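 note: 0% = DMSO neutral control and 100% = excess unlabeled competitor peptide PRC23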
# Wnt act: Wnt/beta-catenin pathway activators, primary screen, cell-based, plate reader, single point; Wnt/beta-catenin reporter cell assay, activator; activation, % at 9.35 µM; 1.2% of 300,000 active; AID 743398, 2014; in the data active = activation above about 30%, passing the limit was not always enough; inconclusive = no clear call, values can overlap the other calls;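 note: 0% = neutral control wells and 100% = positive control wells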
# CAL PDZ FP-2: CAL PDZ peptide-binding inhibitors, primary screen, biochemical, fluorescence polarization, Cer-tagged CAL PDZ, HTS; Golgi-associated PDZ and coiled-coil motif-containing protein (Homo sapiens), Q9HD26; purified CAL PDZ, TMR-peptide fluorescence polarization, 1 h; inhibition, % at 20 µM; 0.02% of 330,000 active; AID 504414, 2011;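 active = highest replicate inhibition of at least 40%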;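 note: plate controls were DMSO neutral control wells for no effect and unlabeled competitor peptide control wells for full effect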
#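 Test system: purified CerCALP PDZ construct; Compound dosing: one concentration, 20 µM compound; Also added: TMR-labelled reporter peptide T*-PRC34 bound in PDZ groove; Read-out: inhibition from polarization loss; Controls: unlabelled peptide and DMSO controls; Signal: FP readout, S and P plane fluorescence; Incubation: 1 h at RT.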
# Tat export inh: E. coli Tat export inhibitors, primary screen, MC4100, TorA-mCherry reporter, fluorescence, single point; inhibition, % at 10 µM; 0.036% of 340,000 active;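 active = mean replicate inhibition at least 50% and at least half of replicates individually reaching 50%; inconclusive = only one of the two criteria met; inactive = neither criterion met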;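 note: exported cargo escapes ClpAP degradation while cytoplasmic cargo is degraded and loses fluorescence; 0% = median of neutral control wells and 100% = median of NaSCN control wells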
# phage Ecoli inh: growth loss of phage-infected E. coli, primary screen, RecBCD inhibitor project, absorbance, with phage, HTS | inhibition, % at 11.9 µM | AID 651602, 2012 | 0.26% of 360,000 active; in the data active = inhibition above about 11%
# MITF TRPM1 HTS: activators of MITF-driven TRPM1 promoter reporter, primary screen, cell-based, SK-MEL-5, luciferase, single point; SK-MEL-5 TRPM1-promoter luciferase, 24 h; % of positive control, neutral wells = 0; activation, % at 12.5 µM; 0.75% of 300,000 active; AID 588334, 2011;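 active = mean activation of at least 80% with every replicate also reaching 80%; inconclusive = mean reaches 80% but some replicate falls short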;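 note: 0% = neutral control wells and 100% = parthenolide positive control wells; values of inactives mirror those of a sister screen read the other way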
# SR-BI DiI-HDL act: activators of SR-BI mediated DiI-HDL uptake, primary screen, ldlA[mSR-BI] CHO cells, DiI fluorescence | 3 h; 100 = double the neutral-control signal | activation, % at 12.5 µM | 0.096% of 320,000 active | AID 504775, 2011;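 active = mean replicate activation of at least 60% and every replicate at or above 60%; inconclusive = mean or all-replicate condition met, but not both; inactive = mean below 60% and not all replicates reaching 60%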;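 note: 0% = median plate neutral-control signal and 100% = twice that signal; values of inactives mirror those of a sister screen read the other way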
#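 system = CHO ldlA[mSR-BI] cells, LDL receptor-null, SR-BI overexpressing | medium = Ham's F12 with 0.5% BSA, HEPES 25 mM, pH 7.4 | probe or stimulus = DiI-HDL 10 µg/mL | compound dosing = single-point compound dose | incubation = compound exposure 3 h, 37 °C | technique = DiI fluorescence, bottom read | read-out = cell-associated DiI fluorescence as measure of HDL uptake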
# The depositor's hits bear a star; ? = inconclusive; nt = not tested or not shown.
SMILES,AddAB inh,SR-BI HDL uptake,Ecoli viability,CAL PDZ FP-1,Wnt act,CAL PDZ FP-2,Tat export inh,phage Ecoli inh,MITF TRPM1 HTS,SR-BI DiI-HDL act
CCCn1c(N)c(N(CCOC)C(=O)c2ccc(C#N)cc2)c(=O)[nH]c1=O,1.1,nt,-1.8,2,2,-1.0,11,-0.1,0,nt
COC(=O)c1ccc(/C=C/C(=O)O)cc1,-3.7,-6,-1.5,4,3,1.1,-8,-1.9,13,6
Cc1ccc2[nH]c(=O)c(C(c3nnnn3C3CCCC3)N3CCCc4ccccc43)cc2c1 (centres undefined),5.2,-78,-0.1,0,2,-3.8,-4,0.9,nt,?
Nc1nnnn1/N=C/c1ccccc1O,3.1,-3,2.2,-3,-10,0.5,-2,2.1,8,3
O=C(COc1ccc(S(=O)(=O)N2CCCCC2)cc1)NCc1ccccn1,-1.0,-12,-2.8,2,-8,-0.7,3,2.4,4,12
CC[n+]1cc(-c2ccccc2)nc(N2CCOCC2)n1,0.4,-2,0.5,-3,-1,-3.6,-6,2.2,14,2
CCOc1c(Br)cc(/C=C(\C#N)C(=O)NC2CC2)cc1OC,1.2,8,1.9,-6,-1,0.0,3,2.7,4,-8
O=P(c1ccccc1)(c1ccccc1)c1cc(S(=O)(=O)O)ccc1O,nt,-9,nt,3,2,-0.2,-3,1.6,0,9
CN(CC(=O)Nc1c(Cl)cccc1Cl)C(=O)CNC(=O)C1CCCCC1,0.5,-9,1.2,2,-2,-2.9,-2,1.7,6,9
O=C(Cc1n[nH]c(=O)c2ccccc12)OCC(=O)c1ccc(F)cc1,2.4,-2,3.2,-2,1,-0.7,-2,1.6,10,2
CC1C(c2ccccc2)=[N+]([O-])C2(CCCCC2)N1O (centres undefined),1.9,-13,-2.2,-4,nt,1.1,3,1.6,1,13
COc1ccc([N+](=O)[O-])cc1NC(=O)CSCc1cc(C)cc(C)c1,1.1,?,0.6,-4,-7,-2.4,3,4.2,9,-74

# Brought forward from above: two entries, then new ones.
SMILES,AddAB inh,SR-BI HDL uptake,Ecoli viability,CAL PDZ FP-1,Wnt act,CAL PDZ FP-2,Tat export inh,phage Ecoli inh,MITF TRPM1 HTS,SR-BI DiI-HDL act
CC1C(c2ccccc2)=[N+]([O-])C2(CCCCC2)N1O (centres undefined),1.9,-13,-2.2,-4,nt,1.1,3,1.6,1,13
COc1ccc([N+](=O)[O-])cc1NC(=O)CSCc1cc(C)cc(C)c1,1.1,?,0.6,-4,-7,-2.4,3,4.2,9,-74
O=C(/C=C/c1ccco1)Nc1ccccc1N1CCOCC1,4.3,-33,-2.9,0,-1,-2.3,-3,3.1,6,33
CC(=O)Oc1ccc(Cn2cnc3cc4ccccc4cc32)cc1,1.5,4,-1.7,-3,-4,-1.0,-6,2.8,nt,-4
CCOC(=O)c1snc(-c2ccc(F)cc2)c1N,0.9,13,1.3,-4,nt,-0.8,-8,1.6,66,-13
N#CCSc1ccccc1NC(=O)CN1C(=O)C2CC=CCC2C1=O (centres undefined),nt,-15,nt,-1,-4,0.7,6,-0.4,-9,15
CC1CCN(C(=O)c2ccccc2NC(=O)Cc2ccccc2)CC1,1.2,2,0.0,-6,-1,-0.1,1,1.2,13,-2
O=C(/C=C/c1ccc(F)cc1)NC(=S)N1CCOCC1,0.6,-2,0.9,1,11,-2.3,-3,4.2,-1,2
COc1ccc(C2c3[nH]c4ccccc4c3C[C@H]3C(=O)N(c4ccccc4C(=O)N4CCC(C(=O)O)CC4)C(=O)N23)cc1 (some centres undefined),5.2,-16,1.7,-2,-1,-0.3,0,1.7,-14,16
CC(=O)c1ccc(N(C(=O)CS(=O)CC(=O)Nc2ccc(F)cc2)C(C(=O)NC2CCCCC2)c2cccs2)cc1 (centres undefined),1.5,-17,-1.2,-2,1,-1.5,16,3.2,7,17
O=C(CSc1nnc(SCc2ccc(Cl)cc2)s1)N/N=C/c1c(Cl)cccc1Cl,3.3,45,0.3,-1,nt,-0.3,-4,0.3,22,-45
COc1cc2c(cc1NC(=O)Nc1ccc(F)cc1)oc1ccccc12,-2.2,?,-1.6,5,0,-0.5,-3,0.2,-6,-72
CC(C)(CNC(=O)CC1C(=O)NCCN1Cc1cccc(F)c1)N1CCOCC1 (centres undefined),3.7,-8,0.4,0,1,-2.5,26,-0.6,-5,8
O=c1oc2ccccc2c(O)c1Cc1cc(Cl)c2cccnc2c1O,5.6,nt,3.8,nt,-3,-1.8,-3,-0.8,-5,nt

# One compound at a time (already shown).
# O=C(CSc1nnc(SCc2ccc(Cl)cc2)s1)N/N=C/c1c(Cl)cccc1Cl across the screens: AddAB inh = 3.3; SR-BI HDL uptake = 45; Ecoli viability = 0.3; CAL PDZ FP-1 = -1; Wnt act = nt; CAL PDZ FP-2 = -0.3; Tat export inh = -4; phage Ecoli inh = 0.3; MITF TRPM1 HTS = 22; SR-BI DiI-HDL act = -45
# Nc1nnnn1/N=C/c1ccccc1O across the screens: AddAB inh = 3.1; SR-BI HDL uptake = -3; Ecoli viability = 2.2; CAL PDZ FP-1 = -3; Wnt act = -10; CAL PDZ FP-2 = 0.5; Tat export inh = -2; phage Ecoli inh = 2.1; MITF TRPM1 HTS = 8; SR-BI DiI-HDL act = 3

# More compounds follow:
SMILES,AddAB inh,SR-BI HDL uptake,Ecoli viability,CAL PDZ FP-1,Wnt act,CAL PDZ FP-2,Tat export inh,phage Ecoli inh,MITF TRPM1 HTS,SR-BI DiI-HDL act
CC(=O)c1cn(CC(=O)Nc2ccccc2C)c2ccccc12,4.5,-2,1.0,-3,nt,-0.2,3,4.5,-7,2
CS(=O)(=O)N1CCC(Oc2cccc(C(=O)NCCCOc3cccnc3)c2)CC1,0.2,7,-0.2,-5,0,-2.3,9,-0.3,6,-7
CCOc1cccc(-c2cc(C(=O)Nc3ccon3)c3ccccc3n2)c1,2.3,44,2.3,-5,0,-2.8,8,3.3,2,-44
COc1ccc(-c2cc(C(=O)Nc3ccc(OC)cc3OC)no2)cc1,1.6,9,2.5,-4,-1,-0.1,1,-0.5,-13,-9
CCCC(=O)n1nc(-c2ccc(Cl)cc2)nc1SC,2.3,-39,2.3,-4,nt,-0.7,-6,2.4,40,39
Cc1cccc(-c2n[nH]c(S(C)(=O)=O)c2C#N)c1,1.4,-13,0.2,0,2,-0.2,-7,1.8,nt,13
O=[N+]([O-])c1ccccc1/C=N/NC1=NCCCCC1,2.4,-9,4.7,-3,18,0.4,-3,1.6,37,9
Cc1ccc(S(=O)(=O)NC(CC(=O)NCC2CCCO2)c2ccco2)cc1 (centres undefined),2.7,-8,-0.6,1,nt,-0.7,5,2.1,5,8
CCOC(=O)c1c(C)n(C)c2ccc(OC(=O)c3ccco3)cc12,4.2,-15,-0.8,5,nt,-2.6,-9,0.6,3,15
O=C(c1ccccc1)N(C(=O)c1ccccc1)N1CCCC1,nt,7,nt,-1,-3,-0.1,3,3.9,19,-7
CCOCCCNC(=O)C(NC(=O)c1ccc2c(c1)OCO2)c1ccc(Cl)cc1 (centres undefined),1.2,2,-3.9,1,-1,-1.0,-1,-1.6,-11,-2
CCOC(=O)N1CCC(NC(=O)C2CCN(S(=O)(=O)c3cccs3)CC2)CC1,2.6,-5,2.2,8,-4,-0.1,9,2.3,-4,5
O=c1c2ccccc2nnn1COc1ccc(Cl)cc1Br,0.9,8,0.5,1,3,-2.8,-6,1.3,33,-8
Cn1c(=NC(=O)COc2ccccc2)sc2ccccc21,1.5,0,3.3,-8,14,-0.7,-5,4.1,49,0
CCOC(=O)c1ccc(NC(=O)CSc2nc(=O)n(CCN3CCOCC3)c3c2CCC3)cc1,-1.8,0,-0.9,-18,-4,-1.8,-4,0.8,-12,0
Cc1ccc(C)c(NC(=O)c2cc3c([nH]c4ccccc43)c(C)n2)c1,2.0,43,0.7,-2,nt,nt,-7,1.7,3,-43
Cc1cc(C)n(-c2ccccc2C#N)n1,2.9,-3,0.6,-5,1,0.3,1,1.7,11,3
Cc1ccccc1Cn1ccc(NC(=O)c2nn(C)cc2[N+](=O)[O-])n1,0.8,-14,1.2,2,nt,-0.4,3,4.9,-11,14
NNC(=O)CNC(c1ccccc1)c1cc(Cl)ccc1NC(=O)c1ccccc1 (centres undefined),-0.6,3,-0.6,-4,-3,-1.0,-5,9.9,-2,-3
Cc1ccc(-c2cccc(C(=O)NCc3ccccc3)n2)c2ccccc12,0.6,14,1.2,-1,2,-1.2,-3,3.8,2,-14
O=C1NCCN/C1=C\C(=O)c1cccc(Br)c1,-1.3,20,1.5,-4,30,-1.2,16,0.2,25,-20
CCN(C(=S)NC(=O)Cc1ccc(OC)cc1)c1ccccc1,-2.6,2,-4.2,nt,1,0.5,-4,2.4,nt,-2
CN(C(=O)COC(=O)c1nc(-c2ccccc2)n(-c2ccccc2)n1)C1CCS(=O)(=O)C1 (centres undefined),0.0,-3,-4.2,-3,8,-1.0,10,2.0,-4,nt
COc1c2ccoc2nc2c(OC)c(OCC(OC(C)=O)C(C)(C)O)ccc12 (centres undefined),5.4,-6,1.2,1,-1,-0.5,-3,4.8,4,6
Nc1[nH]c(N=NC(=O)c2ccc(F)cc2)c2ccccc12,-0.5,8,-2.4,nt,17,-1.0,0,4.7,33,-8
COc1ccc(OC)c(NC(=O)Nc2cccc3ccccc23)c1,9.8,67,16*,0,nt,-1.8,-4,2.3,9,-67
CCc1c(C)nc2[nH]ncn2c1=O,nt,-10,nt,1,-3,-0.4,-3,5.5,-4,10
Cc1onc(-c2ccccc2)c1C(=O)OCCOc1ccc([N+](=O)[O-])cc1[N+](=O)[O-],0.6,-8,0.6,-7,-2,-2.0,6,0.4,-20,8

# Some of the entries so far, with values under each structure.
# Values run as follows: AddAB inh | SR-BI HDL uptake | Ecoli viability | CAL PDZ FP-1 | Wnt act | CAL PDZ FP-2 | Tat export inh | phage Ecoli inh | MITF TRPM1 HTS | SR-BI DiI-HDL act
- COc1ccc(OC)c(NC(=O)Nc2cccc3ccccc23)c1
→ 9.8 | 67 | 16* | 0 | nt | -1.8 | -4 | 2.3 | 9 | -67
- CCc1c(C)nc2[nH]ncn2c1=O
→ nt | -10 | nt | 1 | -3 | -0.4 | -3 | 5.5 | -4 | 10
